TRPML3 agonist = agonists of human TRPML3 channel. HEK293 TRPML3-YFP, Fluo-8 calcium fluorescence; 100% = the carbachol control signal. activation, % at 3 µM. 0.29% of 220,000 active. AID 1448;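 active means activation above its plate's cutoff, the mean activation of the plate's test wells plus 3 SD, cut at about 12% in these data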;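 further: 0% = DMSO only wells and 100% = carbachol wells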
Target sequence (Q8TDD5 whole entry, looked up): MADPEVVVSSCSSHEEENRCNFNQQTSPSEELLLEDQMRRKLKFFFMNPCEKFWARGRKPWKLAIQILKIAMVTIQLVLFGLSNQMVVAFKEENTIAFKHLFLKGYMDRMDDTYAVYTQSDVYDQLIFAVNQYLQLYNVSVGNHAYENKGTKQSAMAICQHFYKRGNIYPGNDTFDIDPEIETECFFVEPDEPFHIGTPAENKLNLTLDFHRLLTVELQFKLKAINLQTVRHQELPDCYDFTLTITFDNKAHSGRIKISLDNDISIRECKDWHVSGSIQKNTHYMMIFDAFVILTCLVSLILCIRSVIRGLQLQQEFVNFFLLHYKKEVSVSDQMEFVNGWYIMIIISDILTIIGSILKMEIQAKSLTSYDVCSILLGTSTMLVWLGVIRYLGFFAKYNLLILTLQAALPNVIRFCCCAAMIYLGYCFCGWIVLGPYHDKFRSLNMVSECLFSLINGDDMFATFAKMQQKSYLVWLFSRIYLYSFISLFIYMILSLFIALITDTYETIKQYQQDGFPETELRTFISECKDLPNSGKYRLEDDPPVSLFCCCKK
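Test system: HEK293 cells stably carrying human TRPML3-YFP; Doses: single dose, 3 µM final nominal compound, 0.3% DMSO final; Schedule: dye loading 1 h 37 °C then 30 min ambient, 125 s read; Technique: Fluo-8 calcium fluorescence; Benchmarks: high control carbachol 87 µM, low control DMSO.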
NPY Y1 blocker = antagonists of human neuropeptide Y receptor Y1; P25929; HEK293-CNG Y1 cells, membrane potential fluorescence; NPY at EC95, then isoproterenol; inhibition, % at 3.6 µM; 1% of 200,000 active; AID 1040;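 active means inhibition above the campaign mean inhibition of all tested compounds plus 3 SD, cut at about 20% in these data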;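 further: 0% = DMSO wells given NPY plus isoproterenol and 100% = isoproterenol alone without NPY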
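Assay system: HEK293 cells with Y1 receptor plus CNG channel | Probe or stimulus: NPY (25 nM), isoproterenol (1 µM), Ro 20-1724 (25 µM) | Timing: Compound incubation 1 h at room temperature, readout 45 min post-stimulation | Measured by: Membrane-potential fluorescent dye readout | Benchmarks: High control isoproterenol alone, low control NPY with isoproterenol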
zfTRPN1 agonist = activates the zebrafish TRPN1 channel | HEK293 zebrafish TRPN1-YFP, Fluo-8 calcium fluorescence; 100% = response to 87 µM carbachol | activation, % at 3 µM | 0.18% of 220,000 active;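 active means activation above its plate's cutoff, the mean activation of test wells on that plate plus 3 SD, cut at about 19% in these data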;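 further: 0% = DMSO alone and 100% = 87 µM carbachol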
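Material – zebrafish TRPN1-YFP in HEK293 cells · Doses – 3 µM single point · Schedule – dye 1 h 37 °C plus 30 min RT · Signal – Fluo-8 calcium fluorescence, excitation 470-495 nm, emission 515-575 nm · Read-out – % activation versus carbachol response · Control set – carbachol high, DMSO low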
14-3-3 Bad inh = disrupts binding of bovine 14-3-3 zeta to phospho-Bad peptide | P63103 | TR-FRET 14-3-3zeta/Dy647-pBad peptide displacement, 1 h | inhibition, % at 21.7 µM | 0.71% of 220,000 active;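 active means inhibition above about 70%, limit read from the data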;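 further: 0% = full 14-3-3 plus peptide FRET controls and 100% = background without 14-3-3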
Target sequence (P63103 whole entry, looked up): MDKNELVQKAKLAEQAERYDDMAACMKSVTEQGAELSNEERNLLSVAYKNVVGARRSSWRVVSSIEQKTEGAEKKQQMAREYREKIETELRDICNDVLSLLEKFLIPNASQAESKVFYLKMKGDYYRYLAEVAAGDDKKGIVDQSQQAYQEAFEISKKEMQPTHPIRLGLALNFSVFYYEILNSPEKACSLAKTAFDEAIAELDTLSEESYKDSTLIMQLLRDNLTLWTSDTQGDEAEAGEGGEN
NPY1 pot ag = human NPY-Y1 potentiation or agonism, primary screen | 0.37% of 220,000 active | P25929 | AID 1304 | activation, % at 3.6 µM | NPY-Y1 expressing cells, potentiator/agonist activation; in the data active means activation above about 33%, passing the limit was not always enough;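 further: cells stimulated with NPY at EC10 then isoproterenol at EC100; 0% = low agonist plus stimulus and 100% = saturating agonist plus stimulus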
PPC-1+TRAIL kill = PPC-1 cancer cell killing with TRAIL present; PPC-1 cells + TRAIL, ATPLite viability luminescence; AID 1443; cell killing (% activity), % at 4 µM; 0.41% of 220,000 active;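 active means cell killing above 50% in the first pass at 4 µM, then a duplicate retest at 5 µM averaging 50% or more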;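 further: plate controls were cells with TRAIL plus DMSO for no effect and medium-only wells lacking cells for full effect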
EP2 mod = modulates human prostaglandin E2 receptor EP2 signaling; P43116; EP2-expressing cells, cAMP HTRF FRET, PGE2 co-stimulation; induction, % at 25 µM; 0.83% of 260,000 active; AID 940;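 active means compounds whose cAMP rise, as percent of the full-agonist control response, exceeds 60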;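 further: rat C6 glioma line stably carrying human EP2 under a CMV promoter; the protocol text gives 20 µM as final concentration; 100% = response of wells given 1 µM PGE2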
PGE2 EP2 inh = inhibitors of human EP2 prostaglandin E2 receptor. P43116. 0.52% of 260,000 active. C6 glioma cells expressing human EP2, cAMP TR-FRET; cells stimulated with saturating PGE2. inhibition, % at 25 µM;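 active means percent inhibition above 40 after rounding to a whole number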;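 further: rat C6 glioma host cells with rolipram phosphodiesterase inhibitor present; the protocol text gives 20 µM as final concentration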
CHOP inhibitor = blocks CHOP induction under ER stress. inhibition, % at 10 µM. 3.8% of 220,000 active. CHO-K1 CHOP-promoter luciferase, tunicamycin-induced, 15-18 h;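 active means compounds that reduced the stress-induced luciferase reporter signal by more than about 70% of percent inhibition, limit read from the data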;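 further: 0% = tunicamycin plus vehicle and 100% = wells without tunicamycin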
Active calls of the source: *; nt = not tested or not shown; & = joins results of further samples; [ ] = remark or other dose. These rows are one share of the data; count on the stated rates, not on these rows.

Short forms – A = TRPML3 agonist; B = NPY Y1 blocker; C = zfTRPN1 agonist; D = 14-3-3 Bad inh; E = NPY1 pot ag; F = PPC-1+TRAIL kill; G = EP2 mod; H = PGE2 EP2 inh; I = CHOP inhibitor
1. CC(C)c1c(O)nc(SCCC(=O)O)[nH]c1=O
  A = 0.5; B = 7; C = -0.6; D = 3[fluorescence artefact?]; E = 3; F = -3; G = 12; H = 3; I = 15

2. O=c1[nH]c(=O)n(Cc2ccccc2)c2nc(-c3ccc(Oc4ccc(F)cc4)c([N+](=O)[O-])c3)n(CCO)c12
  A = -0.2; B = -9; C = -0.7; D = 6[fluorescence artefact?]; E = 30; F = 15; G = 18; H = 3; I = 46

3. O=C1NC(C(F)(F)F)(C(F)(F)F)N=C2SC=CN12
  A = 0.8; B = nt; C = -1.2; D = 5; E = 15; F = 8; G = 10; H = 7; I = 6

4. Cc1[nH]c2ccc(Cl)cc2c(=O)c1CN1CCCC1
  A = 0.9; B = 7; C = -0.4; D = -10; E = -10; F = nt; G = 17; H = 18; I = 0

5. Cc1nn(Cc2ccccc2)c(Cl)c1C(=O)OCC#N
  A = -0.1; B = 5; C = -1.4; D = 1; E = -7; F = 18; G = 13; H = 7; I = 1

6. CN(CCOc1ccccc1)CC(=O)Nc1ccc([N+](=O)[O-])cc1Cl
  A = 0.5; B = 19; C = -1.3; D = -7; E = 8; F = 14; G = -48; H = 16; I = 57

7. CCOC(=O)C1CCN(C(=O)c2ccc(N(C)S(C)(=O)=O)cc2)CC1
  A = 1.1; B = -2; C = -0.2; D = 2[fluorescence artefact?]; E = -1; F = 8; G = 2; H = 8; I = -4

8. COc1ccc(CC2(CO)CCN(S(=O)(=O)c3sccc3C)CC2)cc1
  A = 0.3; B = 1; C = 2.2; D = -2; E = 1; F = 7; G = -54; H = 12; I = 14

9. O=C(C1=C[C@H](c2coc3ccccc3c2=O)C[C@H](OCCCCO)O1)N1CCN(Cc2ccc3c(c2)OCO3)CC1
  A = -0.8; B = 4; C = -0.4; D = -7; E = 10; F = -5; G = -15; H = 1; I = 34

10. O=C(/C=C/c1ccc(Cl)cc1Cl)Nc1cccc(S(=O)(=O)NC2=NCCC2)c1
  A = 1.0; B = 2; C = 0.2; D = -5; E = 5; F = 87*[5 µM]; G = -32; H = 8; I = 8

6 structures out of the list, ordered by length of the SMILES, smallest number first.
Short forms – A = TRPML3 agonist; B = NPY Y1 blocker; C = zfTRPN1 agonist; D = 14-3-3 Bad inh; E = NPY1 pot ag; F = PPC-1+TRAIL kill; G = EP2 mod; H = PGE2 EP2 inh; I = CHOP inhibitor
1. CC(C)c1c(O)nc(SCCC(=O)O)[nH]c1=O
  A = 0.5; B = 7; C = -0.6; D = 3[fluorescence artefact?]; E = 3; F = -3; G = 12; H = 3; I = 15

5. Cc1nn(Cc2ccccc2)c(Cl)c1C(=O)OCC#N
  A = -0.1; B = 5; C = -1.4; D = 1; E = -7; F = 18; G = 13; H = 7; I = 1

4. Cc1[nH]c2ccc(Cl)cc2c(=O)c1CN1CCCC1
  A = 0.9; B = 7; C = -0.4; D = -10; E = -10; F = nt; G = 17; H = 18; I = 0

6. CN(CCOc1ccccc1)CC(=O)Nc1ccc([N+](=O)[O-])cc1Cl
  A = 0.5; B = 19; C = -1.3; D = -7; E = 8; F = 14; G = -48; H = 16; I = 57

7. CCOC(=O)C1CCN(C(=O)c2ccc(N(C)S(C)(=O)=O)cc2)CC1
  A = 1.1; B = -2; C = -0.2; D = 2[fluorescence artefact?]; E = -1; F = 8; G = 2; H = 8; I = -4

9. O=C(C1=C[C@H](c2coc3ccccc3c2=O)C[C@H](OCCCCO)O1)N1CCN(Cc2ccc3c(c2)OCO3)CC1
  A = -0.8; B = 4; C = -0.4; D = -7; E = 10; F = -5; G = -15; H = 1; I = 34

(further entries)
Short forms – A = TRPML3 agonist; B = NPY Y1 blocker; C = zfTRPN1 agonist; D = 14-3-3 Bad inh; E = NPY1 pot ag; F = PPC-1+TRAIL kill; G = EP2 mod; H = PGE2 EP2 inh; I = CHOP inhibitor
11. COc1cccc(C2=NOC(C(=O)NCCN3CCOCC3)C2)c1 (configuration not stated)
  A = 1.2; B = 2; C = 0.5; D = -4; E = -11; F = 17; G = 1; H = 6; I = -5

12. Cc1ccc(CN2C(=O)NC(Cc3c[nH]c4ccccc34)C2=O)cc1 (configuration not stated)
  A = 0.6; B = -5; C = 0.4; D = 9; E = -1; F = 7; G = 5; H = 6; I = -14

13. CC(C)(C)Nc1nc(NCc2cccnc2)nc(N2CCOCC2)n1
  A = 0.1; B = 4; C = 0.5; D = -15; E = 9; F = 10; G = 34; H = 4; I = 9

14. O=C(OCC(=O)c1ccco1)c1ccc2ncsc2c1
  A = 0.5; B = 4; C = 0.5; D = -11; E = -7; F = 2; G = 4; H = 7; I = -1

15. Cc1cccc(-c2nnc(NC(=O)c3ccc(Cl)cc3)o2)c1
  A = 0.9; B = 3; C = 0.0; D = 7; E = 4; F = -2; G = -10; H = 8; I = 79*

16. CCN(CC)S(=O)(=O)c1ccc(C)c(C(=O)Oc2cccc(-c3cnc4ccccc4n3)c2)c1
  A = 1.2; B = 5; C = 2.7; D = 5; E = 0; F = 8; G = -9; H = 6; I = 12

17. COc1ccc(N(CC(=O)NCCC2=CCCCC2)S(=O)(=O)c2ccccc2)cc1
  A = -0.4; B = nt; C = -0.1; D = 2; E = 9; F = 12; G = 20; H = 2; I = 51

18. O=c1c(C(c2c(O)nc3n(c2=O)CCS3)c2cccc3ccccc23)c(O)nc2n1CCS2
  A = -0.5; B = 0; C = -0.5; D = 58[fluorescence artefact?]; E = -3; F = 0; G = 25; H = 13; I = 34

19. O=C(Cn1c[n+](CC(=O)c2ccc([N+](=O)[O-])cc2)cn1)c1ccc([N+](=O)[O-])cc1
  A = 0.6&-0.1; B = nt; C = 1.1&0.5; D = 5&9; E = 11&15; F = -2&8; G = 24&29; H = 0&2; I = -12&-15

20. Cc1cc(C)n2cc(-c3ccc(Cl)cc3)c(C(=O)O)c2n1
  A = 0.4; B = -5; C = 0.4; D = -12; E = 9; F = 22; G = 16; H = 7; I = -28

21. O=C(N=C1c2ccccc2CN1c1ccc(F)c(Cl)c1)c1cccnc1Cl
  A = -0.2; B = -2; C = -0.4; D = 15; E = 38; F = -4; G = -26; H = 2; I = 0

22. O=C(C(=O)N1CCOCC1)c1cn(CC(=O)N2CCc3ccccc3C2)c2ccccc12
  A = 0.6; B = 0; C = 0.2; D = -7; E = -16; F = -3; G = 15; H = 4; I = 0

Screening data as filed in PubChem.
